Screening data as filed in PubChem BioAssay.
Bcl-xL primary – blocks human Bcl-xL binding to Bim BH3 peptide; Q07817; GST-Bcl-xL / FITC-Bim BH3 peptide fluorescence polarization; inhibition, % at 10.9 µM; 320,000 compounds, 0.7% hits; AID 2129;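 active means inhibition above the mean of all tested compounds plus 3 SD, cutoff set per campaign, cut at about 30% in these data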;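 further: 0% = DMSO wells and 100% = unlabeled Bim-BH3 peptide competitor; inhibitors lower millipolarization by displacing the labeled peptide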
MEX-5 binding – C. elegans MEX-5 TCR-2 RNA binding activity; 300,000 compounds, 0.38% hits; Q9XUB2; activity score (negative = inhibition of binding), % at 10 µM; MEX-5/FITC-TCR2 RNA binding, fluorescence polarization; stronger effect = lower value;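 active means inhibition past about -25% in most replicates, and total fluorescence under double the plate's negative control median, limit read from the data; inconclusive means replicates evenly split on the limit, or fluorescence at least double controls; inactive means too little inhibition in most replicates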;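 further: 0% = DMSO and -100% = 5 µM competing unlabeled TCR2 RNA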
Target sequence (Q9XUB2 whole entry, looked up): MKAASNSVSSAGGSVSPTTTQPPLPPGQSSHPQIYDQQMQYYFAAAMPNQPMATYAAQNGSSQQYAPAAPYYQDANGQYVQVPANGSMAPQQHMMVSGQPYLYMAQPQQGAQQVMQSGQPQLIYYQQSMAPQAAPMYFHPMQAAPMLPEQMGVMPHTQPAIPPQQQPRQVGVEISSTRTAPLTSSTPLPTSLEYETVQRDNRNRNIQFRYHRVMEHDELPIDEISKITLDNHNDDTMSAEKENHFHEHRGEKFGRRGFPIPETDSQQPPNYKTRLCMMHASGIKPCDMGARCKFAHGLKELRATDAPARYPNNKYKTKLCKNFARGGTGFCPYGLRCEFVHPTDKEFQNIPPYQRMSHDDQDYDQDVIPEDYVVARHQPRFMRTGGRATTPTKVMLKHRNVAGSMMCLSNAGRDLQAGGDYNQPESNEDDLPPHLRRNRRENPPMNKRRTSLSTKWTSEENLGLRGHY
AHR act – human AHR activation; activation, % at 5 µM; AHR-responsive luciferase reporter cells, luminescence; 320,000 compounds, 2.5% hits; P35869; AID 2796; in the data active means activation above about 47%;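 further: 0% = vehicle wells and 100% = reference agonist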
MCL1-BIM inh – MCL1-BIM-BH3 interaction inhibition (human) | Q07820 | AID 2057 | 320,000 compounds, 0.68% hits | inhibition, % at 10.9 µM | GST-MCL1 / FITC-Bim-BH3 fluorescence polarization;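 active means inhibition above the mean inhibition of all tested compounds plus 3 SD, set per campaign, cut at about 40% in these data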;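 further: 0% = DMSO wells and 100% = unlabeled Bim-BH3 peptide control; higher means more loss of mP so more displacement of Bim peptide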
Target sequence (Q07820 whole entry, looked up): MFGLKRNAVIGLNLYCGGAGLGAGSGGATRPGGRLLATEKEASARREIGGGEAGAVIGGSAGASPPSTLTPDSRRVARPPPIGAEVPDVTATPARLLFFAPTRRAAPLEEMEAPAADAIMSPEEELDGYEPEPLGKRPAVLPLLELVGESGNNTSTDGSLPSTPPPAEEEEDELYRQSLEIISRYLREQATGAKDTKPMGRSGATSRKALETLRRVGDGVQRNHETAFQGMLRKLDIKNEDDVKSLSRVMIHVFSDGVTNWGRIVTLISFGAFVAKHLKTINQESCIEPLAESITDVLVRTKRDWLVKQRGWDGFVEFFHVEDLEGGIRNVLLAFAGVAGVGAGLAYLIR
PAFAH1B2 FP inh – PAFAH1B2 (human) inhibition; P68402; recombinant PAFAH1B2, FP-rhodamine activity probe, fluorescence polarization; inhibition, % at 3.39 µM; 340,000 compounds, 1.2% hits;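 active means inhibition above the mean of all tested compounds plus 3 SD, cut at about 24% in these data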;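 further: 0% = enzyme with DMSO and 100% = wells lacking PAFAH1B2; many of its hits are not listed in these tables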
Target sequence (P68402 whole entry, looked up): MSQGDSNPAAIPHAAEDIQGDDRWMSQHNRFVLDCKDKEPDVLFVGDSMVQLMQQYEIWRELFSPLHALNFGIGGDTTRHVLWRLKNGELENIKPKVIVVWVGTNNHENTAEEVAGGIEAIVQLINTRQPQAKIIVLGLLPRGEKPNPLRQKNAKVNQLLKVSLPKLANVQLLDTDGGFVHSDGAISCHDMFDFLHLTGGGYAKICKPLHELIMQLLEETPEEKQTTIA
PME-1 primary – blocks human protein phosphatase methylesterase 1; Q9Y570; recombinant PME-1, FP-Rh probe fluorescence polarization; inhibition, % at 5.9 µM; 320,000 compounds, 0.53% hits;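 active means inhibition above the campaign mean of all compounds plus 3 SD, cut at about 26% in these data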;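 further: competitive labeling of PME-1 active site by serine hydrolase directed probe; 0% = PME-1 with DMSO and 100% = wells lacking PME-1 enzyme; inhibitors block probe labeling so polarization falls and inhibition rises; many of its hits are not listed in these tables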
Fam108B inh – Fam108B inhibition, counter-screen for RBBP9 inhibitors; AID 1947; 300,000 compounds, 0.33% hits; inhibition, % at 9.51 µM; recombinant Fam108B, FP-Rh probe fluorescence polarization;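 active means inhibition above the screen mean inhibition plus 3 SD, computed separately per campaign, cut at about 18% in these data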;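 further: inhibitors lower polarization as less probe binds the enzyme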
GLD-1 TGE inh – GLD-1-TGE RNA interaction inhibition (C. elegans) | Q17339 | purified GLD-1 + fluorescein TGE RNA, fluorescence polarization | inhibition, % at 5.96 µM | 320,000 compounds, 0.44% hits;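 active means percent inhibition above a per-plate cutoff, the plate mean of test compounds plus 3 SD, cut at about 30% in these data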;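 further: 0% = DMSO wells with GLD-1 and probe and 100% = wells lacking GLD-1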
pPAFAH inh – inhibitors of human plasma PAF acetylhydrolase (pPAFAH). recombinant pPAFAH, FP-rhodamine probe fluorescence polarization. inhibition, % at 3.39 µM. 330,000 compounds, 1.5% hits. Q13093. AID 463082;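 active means inhibition above the mean inhibition across the screen plus 3 SD, cut at about 25% in these data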;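 further: inhibitors block binding of the rhodamine activity-based probe so polarization drops; 0% = enzyme with DMSO and 100% = wells lacking pPAFAH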
Numbers without * were called inactive; ? = inconclusive; · = no result given. Only part of the results is shown (hit frequency here may not be typical).

SMILES	Bcl-xL primary	MEX-5 binding	AHR act	MCL1-BIM inh	PAFAH1B2 FP inh	PME-1 primary	Fam108B inh	GLD-1 TGE inh	pPAFAH inh
O=C(Nc1c(C(=O)O)[nH]c2ccccc12)NC1CCCCC1	9.9	-0.9	29.7	-1.1	27.2*	1.4	5.4	0.7	10.8
Nc1cc(CN2C(=O)c3ccccc3C2=O)cc(Cl)c1O	6.4	-3.0	1.8	9.7	5.7	-5.4	5.5	4.6	8.1
O=c1c2c3c(sc2ncn1Cc1ccc(F)cc1)CCC3	13.4	-0.6	0.1	3.3	5.8	-0.8	-1.8	-6.2	3.7
O=C(NNC(=O)c1ccccc1O)c1ccc(S(=O)(=O)Nc2ccccc2)cc1	6.7	-23.3	13.2	3.1	3.7	6.2	-0.4	8.5	16.6
Nc1c(Cl)cc(C2=NCCn3nc4ccccc4c32)cc1Cl	7.6	-0.4	35.3	1.8	-1.7	-1.3	-5.4	3.1	3.8
CCOC(=O)C1=C(N)OC2=C(C(=O)CC(C)C2)C1c1cccnc1 (stereo unspecified)	2.1	0.4	2.6	3.8	6.7	-2.9	2.9	4.9	-1.8
CC(=O)c1cccc(N=C2NC(=O)CS2)c1	0.5	-1.9	1.7	-1.1	4.2	-0.2	3.3	-0.5	-2.7
O=C(Cn1ncc(Cl)c(Cl)c1=O)NCC1CCCCC1	0.3	·	3.7	-7.5	4.7	2.3	4.2	-0.1	5.5
Clc1ccc(COc2cccc(CNCc3ccncc3)c2)cc1	2.6	-3.6	16.2	3.0	33.0*	1.7	0.7	-9.8	6.9
O=C(OCC(=O)N1CCC(c2ccccc2)=N1)c1ccc(Cl)s1	·	·	-2.0	·	0.8	·	·	4.0	4.4
Cc1ccc(C(=O)Nn2cnnc2)c(Cl)c1	4.8	1.2	2.9	6.7	4.0	0.4	0.1	-2.2	-1.5
CCc1ccc(NC(=O)[C@H](C)NC(=O)C2CCN(C(=O)[C@@H](NC(=O)OC(C)(C)C)C(C)C)CC2)cc1	4.8	1.7	1.5	7.1	5.0	1.5	-1.5	7.3	7.1
COc1ccc(OC)c(C(c2nnnn2CCc2ccccc2)N2CCN(c3ccccc3)CC2)c1 (stereo unspecified)	-7.2	2.5	1.4	-18.9	3.1	-11.1	-2.5	-3.8	-0.8
COc1ccc(S(=O)(=O)N(C)CC(=O)NCc2cccnc2)cc1Cl	0.1	·	2.9	-2.3	0.5	-6.6	-1.5	8.4	-8.8
Cn1cccc1/C=N/n1c(-c2ccc(Cl)cc2)n[nH]c1=S	-21.8	0.9	89.3*	-13.4	10.5	2.7	-4.5	6.8	6.7
COc1ccc(NC(=O)CCC(=O)N/N=C/c2ccncc2)cc1	1.7	1.0	-0.6	-6.7	7.6	7.4	4.5	-0.3	-1.6
O=C1CCc2cc(S(=O)(=O)N3CCCCC3)cc3c2N1CC3	-1.3	1.2	-2.5	1.7	5.2	2.6	-1.7	1.6	7.8
Cc1n[nH]c(C)c1CCC(=O)N/N=C/c1c(C)[nH]c2ccccc12	3.3	1.5	29.1	-0.3	-0.3	0.4	-2.8	5.3	-1.6
CCn1c(CCNC(=O)c2ccc(C)cc2)n[nH]c1=S	-1.6	-0.8	2.4	-6.6	0.8	3.2	2.4	4.8	-0.6
CCCCN(C(=O)c1cc(OC)c(OC)c(OC)c1)C1=CC2CCC(C1)N2C (stereo unspecified)	-3.1	1.2	4.0	-7.5	2.4	-1.8	-1.2	5.0	-1.6
O=C(CCS(=O)(=O)c1cccc2nonc12)NC1CCCCCC1	9.1	0.7	4.1	4.8	1.9	-1.4	4.4	-3.7	-2.2
Cc1ccc(C(=O)N/C(=C/C=C\c2ccccc2)C(=O)NCc2ccco2)cc1	1.0	0.4	8.5	4.5	2.0	-4.9	-1.3	-1.4	-0.3
Cc1ccc(S(=O)(=O)N(C)C)cc1NC(=O)c1cc(-c2ccncc2)nc2ccccc12	·	·	3.1	·	-0.8	·	·	1.4	4.9
CCCn1c(SCC(=O)Nc2cccc(C)n2)nnc1C(C)C	-11.5	2.7	7.5	-10.2	·	-6.0	-5.7	-8.1	-6.6
C=CCn1c(N)cc(=O)nc1SC(C)C(=O)Nc1ccc(C(=O)OCC)cc1 (stereo unspecified)	5.5	-1.9	6.5	4.8	-3.6	5.7	0.5	-0.1	-4.2
Cc1ccccc1OCC(=O)Nc1ccc(N2CCN(C(=O)C(C)C)CC2)c(Cl)c1	0.9	-0.5	-0.5	-3.9	8.8	0.2	9.3	0.3	3.8
Cc1cc(C)n2[nH]c(=O)c(N=Nc3ccc(S(N)(=O)=O)cc3)c2n1	1.8	?	-1.2	6.9	3.5	-0.8	2.0	-1.5	1.8
COc1ccc(NC(=O)CSc2n[nH]c(C)c2[N+](=O)[O-])cc1	3.8	·	4.9	0.9	0.7	-1.2	-4.0	1.5	-0.9
O=C(CCC(=O)c1ccc(F)cc1)NC1CCCN(Cc2ccccc2F)C1 (stereo unspecified)	2.7	0.7	1.5	5.9	-0.6	-4.7	0.3	5.8	-0.2
Cn1c(C(=O)OCC(=O)NCc2ccco2)cc2sccc21	3.5	-2.0	-1.0	7.2	-5.4	10.8	-0.6	0.1	14.3
COC(=O)N/N=C1\CCCc2ccccc21	3.8	0.4	5.9	6.5	4.8	13.5	-2.7	4.8	1.4
O=c1[nH]c(CN2CCN(S(=O)(=O)c3ccc(Cl)cc3)CC2)nc2cc(Cl)ccc12	3.6	2.0	3.4	0.8	24.2*	3.7	3.6	-0.1	-7.6
Cc1ccc(-c2cnc3ccccc3n2)cc1C	-2.0	-3.4	-1.3	3.0	0.0	-1.1	1.7	-1.1	3.2
CC1=C(C(=O)OCC2CCCCC2)C(c2ccccc2F)NC(=O)N1 (stereo unspecified)	6.6	0.5	-0.7	4.4	·	-4.5	1.6	3.3	5.8
Cc1cc(C)n(CCNC(=O)c2cc(COc3ccc4ncccc4c3)on2)n1	-1.3	-1.9	1.8	-3.8	3.6	-2.0	-2.0	4.1	0.0
Cc1ccc(Nc2cc(C(=O)NCCCN3CCOCC3)c3ccccc3n2)cc1C	0.1	1.8	26.6	2.0	3.7	7.2	-0.4	2.9	5.4
CCCCn1c(N)c(N(CCC(C)C)C(=O)CSc2nnc(Nc3ccccc3)s2)c(=O)[nH]c1=O	-7.5	·	-1.5	-4.4	9.0	6.0	-10.4	-8.2	3.9
COc1ccccc1N1CCN(C(=O)CSc2nc3ccccc3nc2N2CCCCC2)CC1	6.3	3.6	7.2	1.5	4.3	1.8	-0.5	5.7	16.6
CCCCn1c(SCC(=O)N2CCCc3ccccc32)nc2c1c(=O)n(C)c(=O)n2C	-3.0	-1.7	-0.7	-6.7	-0.7	4.7	-1.0	0.7	4.0
COc1ccccc1-c1ccc(SCc2cccc(F)c2)nn1	-1.3	2.6	10.3	-2.2	-0.1	3.9	0.3	3.9	6.5
Cc1ccc2ccc(C(Nc3ccccn3)c3ccccc3)c(O)c2n1 (stereo unspecified)	8.7	0.0	4.8	7.9	6.4	1.0	-0.2	-2.3	0.8
Cc1ccc(NCc2n[nH]c(=S)n2-c2ccccc2)c(C)c1	-10.6	0.1	10.0	-11.2	0.0	-2.3	-0.6	-1.6	2.4
C#CCOCCOCCOCCNc1nc(N2CCN(C(=O)Cn3cc(CC(C)O)nn3)CC2)nc(N2CCN(C(=O)[C@H](C)n3cc(CCCN=C(N)N)nn3)CC2)n1 (stereo partly specified)	1.0	-3.5	2.2	2.5	·	0.1	2.3	-3.0	-0.9
CCOc1ccc(NC2c3ccccc3C(=O)N2Cc2ccc3c(c2)OCO3)cc1 (stereo unspecified)	4.9	-0.1	1.1	5.9	5.7	2.2	-3.0	10.5	3.9
COc1ccc2cnnc(SCC(=O)Nc3ccc(C(=O)O)cc3)c2c1OC	11.7	-4.0	-0.1	12.0	4.6	-3.3	2.4	1.3	2.1
O=C(NCc1ccco1)C1CCCN(S(=O)(=O)c2cccc3nonc23)C1 (stereo unspecified)	8.5	3.4	6.6	3.2	·	6.0	2.3	2.2	1.7
CC(=Nc1ccc(Br)cc1)c1sc2ccccc2c1O	3.0	-30.0*	25.5	-17.5	-4.7	3.5	1.9	-77.1	1.9
O=C(O)CSc1nnc(-c2ccc(S(=O)(=O)N3CCCC3)cc2)n1Cc1ccco1	-1.0	·	-0.7	1.0	2.3	-0.1	-1.9	4.9	-6.7
CC(Sc1ccccc1)C(=O)NCCc1ccccc1 (stereo unspecified)	-1.0	-0.5	1.5	32.6	2.0	1.7	1.2	2.7	4.5
O=C(CC1SC(=NC2CCCCC2)NC1=O)Nc1ccccc1 (stereo unspecified)	1.4	0.3	3.4	7.8	2.9	2.0	-3.5	3.1	-0.9
Later entries.
SMILES	Bcl-xL primary	MEX-5 binding	AHR act	MCL1-BIM inh	PAFAH1B2 FP inh	PME-1 primary	Fam108B inh	GLD-1 TGE inh	pPAFAH inh
CCC1CCCCN1C(=O)COC(=O)c1n[nH]c2ccccc12 (stereo unspecified)	0.1	·	0.1	-4.6	6.4	0.5	3.1	-0.5	-1.4
Cc1occc1C(=O)N1CCCC(Nc2ccc(F)cc2)C1 (stereo unspecified)	8.3	3.7	1.0	11.7	9.0	1.7	2.2	2.2	-0.2
Cc1nc(C)c(-c2ccc(SCc3ccccc3C)nn2)s1	7.5	-1.7	-6.0	5.8	4.0	-0.6	3.3	7.9	3.4
Cc1cccc(-n2c(C)cc(/C=C3/C(=N)N4C(c5ccccc5)=CSC4=NC3=O)c2C)c1	3.8	0.3	-0.4	7.5	0.2	-4.0	-3.5	1.3	2.3
Cc1cccc(NC(=O)Cc2noc3ccccc23)c1	0.1	0.7	15.7	-1.1	-2.1	-0.3	-2.5	-9.5	-1.2
COc1ccc(C(Nc2cc(C)ccn2)c2ccc3ccc(C)nc3c2O)cc1 (stereo unspecified)	4.8	2.2	0.9	15.1	-0.3	0.0	1.3	-0.5	2.0
O=C(NN1CCOCC1)c1ccc(Cl)cc1	4.5	-0.6	-1.6	3.8	-0.4	-1.8	6.2	6.2	2.4
Cc1ccccc1OCC(=O)NCCCNC(=O)c1ccco1	1.5	1.5	1.6	0.2	8.4	-3.9	-0.4	2.4	3.5
O=C(CCC(=O)Nc1ccc(F)cc1)N/N=C/c1c[nH]c2ccccc12	4.3	1.1	50.3*	4.8	0.1	-2.2	0.7	0.5	5.5
CN(C(=S)NC(=O)c1ccccc1)C1CCCCC1	5.7	0.7	0.5	2.9	1.2	1.9	-3.0	1.2	1.4
CCOC(=O)c1c(N2C(=O)C3CC(C)=C(C)CC3C2=O)sc(C)c1C (stereo unspecified)	2.3	1.5	0.3	-5.1	-4.1	6.5	-1.4	8.4	2.4
O=C1C2C3C=CC(C4CC34)C2C(=O)N1CCCCN1CCN(c2ccc(F)cc2)CC1 (stereo unspecified)	3.7	0.5	1.8	0.6	1.6	4.2	4.1	2.9	-1.6
O=C(CSc1nnc(CCCN2C(=O)c3cccc4cccc(c34)C2=O)n1-c1ccccc1)N1CCCCC1	0.0	-0.7	-1.4	-3.0	-3.0	0.8	3.7	-0.1	3.6

Reprinted at random: 2 entries already listed.
SMILES	Bcl-xL primary	MEX-5 binding	AHR act	MCL1-BIM inh	PAFAH1B2 FP inh	PME-1 primary	Fam108B inh	GLD-1 TGE inh	pPAFAH inh
Cn1c(C(=O)OCC(=O)NCc2ccco2)cc2sccc21	3.5	-2.0	-1.0	7.2	-5.4	10.8	-0.6	0.1	14.3
O=C(OCC(=O)N1CCC(c2ccccc2)=N1)c1ccc(Cl)s1	·	·	-2.0	·	0.8	·	·	4.0	4.4
